Bioassay records as filed in PubChem BioAssay.
MrgX1 antag = antagonists of human MrgX1 receptor, primary screen, HEK293 cells, Fluo-4 calcium flux; B-score at 10 µM; AID 588676, 2011; BAM8-22 antagonism; active compounds read low; Mas-related G-protein coupled receptor member X1 (Homo sapiens), Q96LB2; 310,000 compounds, 1.3% hits;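 active means calcium-response B-score plate-corrected more than 3 library SD below zero, starting fluorescence within 5 deviations, no agonist response on first addition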;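 further: peak minus trough fluorescence over baseline after final BAM8-22 challenge near maximal dose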
Target sequence (Q96LB2 whole entry, looked up): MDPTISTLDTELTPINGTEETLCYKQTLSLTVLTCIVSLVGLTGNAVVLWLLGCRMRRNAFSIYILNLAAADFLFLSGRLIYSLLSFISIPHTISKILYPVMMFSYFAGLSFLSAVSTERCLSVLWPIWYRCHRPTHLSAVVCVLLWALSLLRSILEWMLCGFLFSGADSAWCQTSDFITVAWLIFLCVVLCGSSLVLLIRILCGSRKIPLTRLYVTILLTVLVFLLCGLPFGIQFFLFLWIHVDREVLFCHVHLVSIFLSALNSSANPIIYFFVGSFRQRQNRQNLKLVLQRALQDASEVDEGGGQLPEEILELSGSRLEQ
TRPC6 act = mouse TRPC6 channel activators, primary screen, cell-based, HEK293, membrane potential dye; HEK293-TRPC6 membrane potential dye fluorescence; active compounds read high; AID 2550, 2010; 310,000 compounds, 0.13% hits; B-score at 10 µM;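 active means B-score of the integrated fluorescence ratio above library mean plus 3 SD, and starting fluorescence ratio within library mean plus 5 SD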;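 further: higher score means more depolarization so channel activation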
TRPC4 inh = inhibitors of mouse TRPC4 channel, primary screen, Fluo4 calcium, HEK293 TRPC4beta/mu-opioid cells | B-score at 10 µM | 300,000 compounds, 0.39% hits | DAMGO-evoked Fluo4 calcium flux; active compounds read low | Short transient receptor potential channel 4 (Mus musculus), Q9QUQ5;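 active means B-score over 3 SD under the library average, no early fluorescence shift, positive overall ratio signal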
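Test system – stable TRPC4beta/mu-opioid receptor HEK293 cells · Probe or stimulus – DAMGO, a submaximal dose followed by a maximal one · Dosing – one concentration per compound · Signal – Fluo4 calcium fluorescence by kinetic imaging, 5 s 1 Hz baseline · Evaluation – per-well B score of integrated baseline-normalized Fluo4 ratio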
SKKanGAS inh = S. pyogenes SKKanGAS growth inhibitors in kanamycin, primary screen, streptokinase expression inhibitor project, SKKanGAS strain, BacTiter-Glo luminescence; 300,000 compounds, 1.3% hits; 6 h; inhibition, % at 7.5 µM;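 active means mean replicate score, as percent of positive control median, at least 50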;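 further: strain carries kanamycin resistance gene driven by streptokinase promoter and grows in 40 µg/ml kanamycin; loss of luminescence reflects streptokinase promoter inhibition or plain growth inhibition; 0% = median of DMSO wells and 100% = positive control at its reference dose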
MrgX1 agonist = agonists of human MrgX1 receptor, primary screen, HEK293 cells, Fluo-4 calcium flux; Mas-related G-protein coupled receptor member X1 (Homo sapiens), Q96LB2; Fluo-4 calcium fluorescence, agonist mode; active compounds read high; B-score at 10 µM; 310,000 compounds, 0.44% hits;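 active means calcium response B-score plate-corrected fluorescence ratio at least 3 library SD, with starting fluorescence B-score inside 5 SD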
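Material – MrgX1-expressing HEK293 cells · Input – 15,000 cells seeded per well · Dosing – compound as first of three additions · Times – overnight seeding, then 1 h dark dye loading · Measured by – kinetic Fluo-4 NW fluorescence of intracellular calcium · Read-out – B-scored fluorescence response ratio · Benchmarks – positive and negative control wells on each plate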
HIF activator = HIF pathway transcriptional activators, primary screen, cell-based, U2OS HRE-luciferase, luminescence | U2OS HRE-luciferase reporter; normalized: DMSO 0%, desferrioxamine 100% | activation, % at 7.5 µM (by protocol) | 300,000 compounds, 0.32% hits;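 active means mean activation of at least 10% of the iron chelator positive control signal, with at least half of replicates also reaching 10%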
MrgX1 allo act = positive allosteric modulators of MrgX1, primary screen, HEK293 cells, Fluo-4 calcium flux; AID 588675, 2011; FDSS; active compounds read high; Mas-related G-protein coupled receptor member X1 (Homo sapiens), Q96LB2; 310,000 compounds, 0.63% hits; B-score at 10 µM;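 active means plate-corrected calcium response at least 3 library SD above typical, normal starting fluorescence, not activating the receptor alone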;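 further: compound read alongside a low EC10 to EC30 dose of BAM8-22 agonist; peak minus trough fluorescence over baseline measured at the second addition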
RGS4 pot = RGS4 potentiators or activators, primary screen, cell-based, HEK293 M3R inducible RGS4, calcium flux | 310,000 compounds, 0.92% hits | carbachol calcium flux Fluo4; active compounds read low | B-score at 10 µM | AID 463111, 2010;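 active means B-score of the integrated calcium signal more than 4 SD below the library mean, with starting fluorescence not abnormally high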;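 further: negative B-score means reduced calcium response which marks RGS4 activation or potentiation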
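Assay system: Inducible-RGS4 HEK293 cells carrying M3 receptor | Schedule: Compound preincubation 20 min at room temperature before agonist | Signal: Kinetic calcium fluorescence imaging with Fluo4-AM dye, 2 µM | Read-out basis: B score from integrated fluorescence ratio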
TRPC6 inh = mouse TRPC6 channel inhibitors, primary screen, cell-based, HEK293, membrane potential dye. B-score at 10 µM. Short transient receptor potential channel 6 (Mus musculus), Q61143. AID 2553, 2010. 310,000 compounds, 1.1% hits. ACh-evoked depolarization; active compounds read low;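 active means B-score under library mean minus 3 SD, initial fluorescence not abnormally high, positive integrated signal ratio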;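 further: B-score derived from integrated fluorescence ratio over the kinetic read; more negative B-score means stronger inhibition of depolarization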
Platelet DG rel = inhibitors of platelet dense granule secretion, primary screen, cell-based, MLPCN, human platelets; human platelet-rich plasma, SFLLRN dense granule ATP release, luminescence; inhibition, %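 (compounds screened at 7.5 µM in platelet-rich plasma)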; 300,000 compounds, 0.22% hits;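 active means mean replicate score, as percent of positive control, at or above 50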
RGS4 block = RGS4 inhibitors, primary screen, cell-based, HEK293 M3R inducible RGS4, calcium flux | Regulator of G-protein signaling 4 (Homo sapiens), P49798 | AID 463165, 2010 | 310,000 compounds, 0.45% hits | B-score at 10 µM | Fluo-4 calcium flux; active compounds read high; triggered by carbachol at its EC20;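 active means B-score, a plate-corrected calcium signal, over three deviations above library mean, with baseline fluorescence within five deviations of library mean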;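 further: RGS4 expression induced by doxycycline in cells with stable M3 receptor; B-score is computed from the integrated fluorescence ratio over baseline after carbachol; higher B-score means a larger calcium signal and so more RGS4 inhibition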
Target sequence (P49798 whole entry, looked up): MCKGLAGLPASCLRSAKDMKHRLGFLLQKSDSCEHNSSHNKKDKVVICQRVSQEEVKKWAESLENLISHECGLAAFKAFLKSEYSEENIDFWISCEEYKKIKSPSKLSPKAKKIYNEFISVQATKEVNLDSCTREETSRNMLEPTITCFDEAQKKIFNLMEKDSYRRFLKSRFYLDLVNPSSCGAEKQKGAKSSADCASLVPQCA
The depositor's hits bear a star; i = inactive; . = not tested or not shown.

SMILES | MrgX1 antag | TRPC6 act | TRPC4 inh | SKKanGAS inh | MrgX1 agonist | HIF activator | MrgX1 allo act | RGS4 pot | TRPC6 inh | Platelet DG rel | RGS4 block
CN(C)S(=O)(=O)c1cccc(NC(=O)COC(=O)CCOc2ccccc2)c1 | i | i | i | 1 | i | -0.5 | i | i | i | 0 | i
CCOC(=O)c1cn(CC(=O)Nc2ccc(CC)cc2)nn1 | i | i | i | -30 | i | 0.0 | i | i | i | -6 | i
CCOCCCn1c(=N)c(S(=O)(=O)c2ccc(C)cc2)cc2c(=O)n3cc(C)ccc3nc21 | i | i | i | 5 | i | -0.1 | i | i | i | -24 | i
O=C(NCCc1ccc(F)cc1)Nc1ccccc1 | i | i | i | -1 | i | 1.7 | i | i | i | -1 | i
CN1CCN(CCNC(=O)c2cc3c(=O)n(C)c4ccccc4c3n2C)CC1 | i | i | i | -3 | i | 0.5 | i | i | i | -1 | i
O=C(CSc1ccccc1)NC1=NCCS1 | i | i | i | -6 | i | 0.4 | i | i | i | 4 | i
COC(=O)c1ccc(CSc2nc(C)nc3sc(C)c(C)c23)o1 | -7.4* | i | i | -1 | i | -0.3 | i | i | i | -6 | i
COc1cc(OC)cc(C(=O)NNC(=O)c2ccc(-n3cncn3)c([N+](=O)[O-])c2)c1 | i | i | i | -12 | i | -1.5 | i | i | i | -3 | i
CC(=O)Nc1ccc(NC(=O)C2CCCN(S(=O)(=O)c3ccc(-n4cnnn4)cc3)C2)cc1 (centres undefined) | i | i | i | -1 | i | 0.3 | i | i | -6.6* | 8 | i
C/C=C/c1ccc(OCC(=O)OCC)c(OC)c1 | i | i | i | 0 | i | 0.1 | i | i | i | 3 | i
O=c1ccc(-c2ccccc2)n[nH]1 | i | i | i | -6 | i | -0.1 | i | i | i | 4 | i
CN(C1CCS(=O)(=O)C1)S(=O)(=O)c1ccc2ccccc2c1 (centres undefined) | i | i | i | -6 | i | -0.3 | i | i | i | 5 | i
CCCCNc1nc2ccccc2nc1Cl | i | i | i | 9 | i | 0.2 | i | i | i | 7 | i
CCCCn1c(N)c(N(CCOC)C(=O)C2CCN(S(=O)(=O)c3ccccc3)CC2)c(=O)[nH]c1=O | i | i | i | 0 | i | 0.3 | i | i | i | -2 | i
Cc1ccc(S(=O)(=O)c2c(N)n(-c3ccccc3)c3nc4ccccc4nc23)cc1 | i | i | i | -7 | i | 0.1 | i | i | i | -5 | i
O=C(CSc1nnc(-c2cccnc2)n1-c1ccc(F)cc1)NCc1ccc2c(c1)OCO2 | i | i | i | 1 | i | -1.4 | i | i | i | 7 | i
O=C(/C=C\Nc1ccc2c(c1)OCO2)c1cccs1 | i | i | i | -3 | i | 1.4 | i | i | i | 31 | i
COc1ccc(N/C=C2\CCOC2=O)cc1 | i | i | i | 1 | i | -0.4 | i | i | i | 12 | i
CCC1Oc2ccccc2N(CC(=O)NC2CCCCC2C)C1=O (centres undefined) | i | i | i | -14 | i | -0.4 | i | i | i | 1 | i
COc1ccccc1C(=O)C1CCCN(C(=O)c2cccc(Cn3cccn3)c2)C1 (centres undefined) | i | i | i | -2 | i | 1.0 | i | i | i | 6 | i

Of the compounds above, two contain a thiophene ring, fused or not.
SMILES | MrgX1 antag | TRPC6 act | TRPC4 inh | SKKanGAS inh | MrgX1 agonist | HIF activator | MrgX1 allo act | RGS4 pot | TRPC6 inh | Platelet DG rel | RGS4 block
COC(=O)c1ccc(CSc2nc(C)nc3sc(C)c(C)c23)o1 | -7.4* | i | i | -1 | i | -0.3 | i | i | i | -6 | i
O=C(/C=C\Nc1ccc2c(c1)OCO2)c1cccs1 | i | i | i | -3 | i | 1.4 | i | i | i | 31 | i

Additional structures
SMILES | MrgX1 antag | TRPC6 act | TRPC4 inh | SKKanGAS inh | MrgX1 agonist | HIF activator | MrgX1 allo act | RGS4 pot | TRPC6 inh | Platelet DG rel | RGS4 block
Cc1nc2ccc(NC(=O)Cc3cccc(F)c3)cc2s1 | i | i | i | -6 | i | 2.6 | i | i | i | 8 | i
CCOC(=O)c1cnc(SCC(=O)Nc2cccc(OC)c2)nc1N | i | i | i | 0 | i | -0.3 | i | i | i | -9 | i
CN1CCN(C2=C(Cl)C(=O)N(c3cccc(Cl)c3)C2=O)CC1 | i | i | i | 8 | i | 0.6 | i | i | i | 2 | i
COc1ccccc1N1CCN(C(=O)NCc2ccc(Cl)cc2)CC1 | i | i | i | -7 | i | 0.8 | i | i | i | -43 | i
Cc1ccc2c(CC(=O)OCc3csc(C)n3)coc2c1 | i | i | i | 11 | i | -0.4 | i | i | i | -1 | i
Cc1oc2ccc(O)cc2c1C(=O)c1ccc(F)cc1 | i | i | i | 12 | i | 0.8 | 6.8* | i | i | 5 | i
Cc1cc(C)n(CCCO)c(=O)c1C#N | i | i | i | -2 | i | 0.1 | i | i | i | 15 | i
CCc1c(C)[nH]n(CCC#N)c1=O | i | i | i | 7 | i | 0.0 | i | i | i | 1 | i
CCCCn1c(N)c(N(CCOC)C(=O)c2ccc(N(C)S(=O)(=O)c3ccc(C)cc3)cc2)c(=O)[nH]c1=O | i | i | i | 3 | i | -0.2 | i | i | i | -19 | i
CS(=O)(=O)N1CCC(C(=O)Nc2cc(Cl)c(Cl)cc2Cl)CC1 | i | i | i | -1 | i | -25 | i | i | i | -4 | i
O=C(O)CSc1sc(=S)sc1SCC(=O)O | i | i | i | 0 | i | -0.2 | i | i | i | 5 | i
COCCNC(=O)c1cc2nc3c(c(C(F)(F)F)n2n1)CCc1ccccc1-3 | i | i | i | -12 | i | 0.4 | i | i | i | -2 | i
CCN(CC)CCNC(=O)CCc1c(C)nc2c(c(C)nn2-c2ccc(C)c(C)c2)c1C | i | i | i | 2 | i | -16 | i | -7* | i | -3 | i
CC(C)Cc1cc(C(=O)Nc2ccc(F)cc2F)no1 | i | i | i | 1 | i | 3.7 | i | i | i | 11 | i
O=C(Nc1ccn(Cc2ccccc2)n1)c1cccc(F)c1 | . | i | i | -2 | . | 2.8 | . | i | i | 7 | i
O=C(NC1=C(Nc2ccc(F)cc2)C(=O)c2ccccc2C1=O)c1ccc(Cl)cc1 | i | i | i | 51* | i | 0.6 | i | i | i | 0 | i
Nc1cc(OCC(F)(F)F)cc([N+](=O)[O-])c1 | i | i | i | 0 | i | -0.2 | i | i | i | -1 | i
O=C(COc1cc(F)ccc1[N+](=O)[O-])NCCCc1ccccc1 | i | i | i | -3 | i | -0.3 | i | i | i | -4 | i
CCOc1ccc(C(=O)NC(=S)Nc2ccccc2N2CCCCC2)cc1[N+](=O)[O-] | i | i | i | -13 | i | -0.1 | i | i | i | -23 | i
CCOC(=O)c1c(C)n(C)c2ccc(OC(=O)c3ccoc3)cc12 | i | i | i | -5 | i | 0.5 | i | i | i | -4 | i
COc1cc2c(cc1OC)C(C(=O)O)C(c1cc(Br)c(O)c(OC)c1)N(C)C2=O (centres undefined) | i | i | i | -2 | i | -0.1 | i | i | i | -1 | i
CCOC(=O)C1=C(O)C(=O)N(Cc2ccc(C(C)(C)C)cc2)CC1 | i | i | i | 4 | i | -0.2 | i | i | i | 0 | i
CCOc1ccc(-n2c(-c3ccccc3)c[n+]3c2CCC3)cc1 | i | i | i | 6 | i | 0.3 | i | i | -6.3* | 0 | i
COc1cc(/C=N/NC(N)=S)ccc1OCC(=O)Nc1ccc(C)cc1 | -5.5* | i | i | 0 | i | -1.4 | i | i | i | -4 | i
Cc1ccccc1NC(=O)c1cc(S(=O)(=O)Nc2cccc(C(=O)O)c2)ccc1Cl | i | i | i | 3 | i | 0.4 | i | i | i | 0 | i
Cc1ccc(OCC(=O)N/N=C\c2c(C)n(C)c3ccccc23)c([N+](=O)[O-])c1 | i | i | i | 28 | i | 1.3 | i | i | i | 2 | i
O=C(CCC1CCCC1)Nc1ccc(C(=O)NCc2cccnc2)cc1 | i | i | i | -3 | i | 0.2 | i | i | i | 6 | i
COc1ccc(NS(=O)(=O)c2ccc(S(=O)(=O)N3CCOCC3)cc2)cc1 | i | i | i | 1 | i | -0.1 | i | i | i | 32 | i
CCc1nc2ccccc2n1Cc1ccc(OC)c(OC)c1 | i | i | i | 0 | 41* | -1.1 | i | i | i | -1 | i
COc1cccc(NC(=O)/C=C/c2ccc([N+](=O)[O-])cc2)c1 | i | i | i | 5 | i | 2.5 | i | i | i | 15 | i
CC(C)Oc1ccc2ccccc2c1C=O | i | i | i | 0 | i | 0.0 | i | i | i | 7 | i
O=c1oc2ccc3ccccc3c2cc1-c1nnc(-c2cccs2)o1 | i | i | i | 14 | i | -0.2 | i | i | i | 20 | i
CCOC(=O)C1CCN(C(=O)c2ccc(Cl)c(S(=O)(=O)N3CCOCC3)c2)CC1 | i | i | i | 0 | i | 0.2 | i | i | i | -6 | i
COCCn1c(CN2CCN(c3ccccc3)CC2)nc2c1c(=O)n(C)c(=O)n2C | i | i | i | -6 | i | -0.2 | i | i | i | 2 | i
O=C1[C@H]2[C@@H](c3ccc(F)cc3)N3C(=O)N(c4ccc(Br)cc4)C(=O)[C@@]3(Cc3ccc(Cl)cc3)[C@H]2C(=O)N1C1CCCCC1 | i | i | i | 6 | i | -0.8 | i | i | i | -5 | i
Cc1noc(/C=C/N(C)C)c1S(=O)(=O)N1CCCC(C(=O)NC(C)c2ccccc2)C1 (centres undefined) | i | i | i | 1 | i | 0.0 | i | i | i | -9 | i
COC(=O)c1cc(N=Cc2c(O)c3ccccc3oc2=O)cc(C(=O)OC)c1 | i | i | i | 11 | i | -18 | i | i | i | 3 | i
